ABHD5 PLIN5 PPI: blocks binding of human ABHD5 to perilipin-5 | AID 602281 | Split G. princeps luciferase complementation, luminescence, 4 h | hit rate 0.78% among 360,000 | Q00G26+Q8WTS1 | inhibition, % at 4 µM;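 active = inhibition above the mean inhibition across every tested compound plus 3 SD, cut at about 22% in these data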;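 also: 0% = DMSO only wells and the 100% control is not disclosed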
Glyco luc inh: blocks N-linked glycosylation in D54 reporter cells | reporter increase, % at 12.5 µM | D54 ERlucT glycosylation luciferase reporter, 24 h; percent of 100 nM tunicamycin response | hit rate 0.23% among 360,000;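 active = mean luciferase reporter signal, scaled so untreated is 0 and the glycosylation-blocking control 100, at or above a set limit in every replicate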;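 also: luciferase carries N-glycosylation sites so blocking glycosylation raises the light; 0% = median of neutral control wells and 100% = median of 100 nM tunicamycin wells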
PDI inh: blocks human protein disulfide isomerase activity; P07237; PDI insulin aggregation turbidity, A650, 90 min; inhibition, % at 10 µM; hit rate 0.052% among 350,000;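 active = mean inhibition across replicates of 30% or more, whatever share of single replicates reach that level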;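 also: absorbance from insulin aggregation driven by PDI reduction with DTT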
CaV13 FRET inh: Primary screen for inhibitors of IQ motif and Ca2+-dependent inactivation inhibitor domain binding in CACNA1D, Förster resonance energy transfer in living cells, … | inhibition, % at 12.3 µM | hit rate 0.098% among 340,000 | HEK cells, CFP/YFP FRET ICDI-IQ, plate reader, 10 min; percent FRET-ratio fall versus neutral wells;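 active = mean replicate inhibition of at least 30% and at least 1% of replicates passing that level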;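 also: 0% = median of the neutral control wells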
MC4R antag cAMP: antagonists of human melanocortin 4 receptor (MC4R). inhibition, % at 6.5 µM. MC4R-expressing cells, MTII-stimulated cAMP, LANCE TR-FRET. hit rate 0.48% among 360,000. AID 540295. P32245;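 active = inhibition above its plate's cutoff, the mean of tested wells on that plate plus 3 SD, cut at about 29% in these data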;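 also: 0% = Melanotan II alone and 100% = Melanotan II plus saturating MCL0020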
Target sequence (P32245 whole entry, looked up): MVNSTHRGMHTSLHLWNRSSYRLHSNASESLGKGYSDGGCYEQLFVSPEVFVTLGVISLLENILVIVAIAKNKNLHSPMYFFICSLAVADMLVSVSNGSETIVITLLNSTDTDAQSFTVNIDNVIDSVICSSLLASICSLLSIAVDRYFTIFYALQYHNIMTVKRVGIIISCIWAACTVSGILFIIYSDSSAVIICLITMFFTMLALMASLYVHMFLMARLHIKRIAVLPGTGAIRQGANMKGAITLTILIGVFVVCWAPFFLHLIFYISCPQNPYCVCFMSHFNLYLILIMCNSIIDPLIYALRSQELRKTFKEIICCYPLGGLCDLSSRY
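system = U2OS cells with stable human MC4R expression | also added = Melanotan II challenge after compound preincubation | dosing = one concentration, 6.5 µM nominal | incubation = compound 30 min, challenge 1 h, detection 1 h | measured by = TR-FRET with Eu-cAMP and labeled anti-cAMP, 671 nm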
Exocytosis inh: blocks lytic granule exocytosis | TALL-104 LAMP-1 surface exposure, flow cytometry; cells stimulated with thapsigargin and PMA | inhibition, % at 10 µM | hit rate 0.66% among 360,000;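 active = inhibition above about 55%, limit read from the data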
MC4R barr agon: agonists of human melanocortin 4 receptor (MC4R) beta-arrestin; U2OS MC4R beta-arrestin complementation, luminescence; percent of melanotan II response, DMSO zero; activation, % at 8.9 µM; hit rate 0.98% among 360,000; AID 540308;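 active = activation above a per-plate cutoff, the mean activation of sample wells on that plate plus 3 SD, cut at about 8% in these data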
ABCB6 inh MLPCN: blocks the human ABCB6 transporter; K562-ABCB6 porphyrin accumulation, flow cytometry, 1 h; stronger effect = lower value; Q9NP58; fluorescence ratio to DMSO, % at 10 µM; hit rate 0.19% among 360,000;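 active = fluorescence ratio to DMSO below 75%, the collection mean minus 3 SD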;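 also: signal is porphyrin accumulated inside mitochondria; 100% equals median channel fluorescence of DMSO control wells; lower ratio means ABCB6 inhibition with less porphyrin fluorescence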
Cardio protect: modulators protecting cardiomyocytes from myocardial damage. H9c2 cardiomyocytes, H2O2 injury protection, ATPLite, 2 h. protection from H2O2 cell death, % at 20 µM. hit rate 0.63% among 360,000. AID 588492;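 active = compounds giving at least 50% protection of heart cells from peroxide-induced death in the single-dose screen, raw or plate-pattern-corrected value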;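 also: 0% = DMSO wells with peroxide and 100% = DMSO wells without peroxide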
m5-HT2A agonist: activates the mouse 5-HT2A serotonin receptor; P35363; CHO-K1 mHTR2A beta-arrestin complementation, luminescence; percent of 30 µM serotonin response; activation, % at 7.6 µM; hit rate 0.66% among 360,000; AID 624169;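 active = activation above a run cutoff, the mean activation of all tested compounds plus 3 SD, cut at about 14% in these data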;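 also: 0% = plate median of compound wells and 100% = 30 µM serotonin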
Target sequence (P35363 whole entry, looked up): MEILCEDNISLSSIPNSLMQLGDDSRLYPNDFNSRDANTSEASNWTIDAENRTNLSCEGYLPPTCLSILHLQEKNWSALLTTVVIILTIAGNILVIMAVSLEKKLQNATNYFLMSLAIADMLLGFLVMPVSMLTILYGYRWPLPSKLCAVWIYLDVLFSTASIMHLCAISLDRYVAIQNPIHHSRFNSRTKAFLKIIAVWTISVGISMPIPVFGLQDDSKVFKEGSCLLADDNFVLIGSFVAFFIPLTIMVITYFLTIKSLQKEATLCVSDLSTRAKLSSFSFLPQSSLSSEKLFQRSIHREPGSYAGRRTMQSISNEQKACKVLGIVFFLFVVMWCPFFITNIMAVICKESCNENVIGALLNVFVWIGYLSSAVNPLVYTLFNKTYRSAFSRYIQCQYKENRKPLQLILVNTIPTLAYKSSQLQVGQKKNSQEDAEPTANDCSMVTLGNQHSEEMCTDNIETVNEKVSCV
* marks the source's active call; other numbers are inactive results; nt = not tested or not shown.

Results follow in this order: ABHD5 PLIN5 PPI, Glyco luc inh, PDI inh, CaV13 FRET inh, MC4R antag cAMP, Exocytosis inh, MC4R barr agon, ABCB6 inh MLPCN, Cardio protect, m5-HT2A agonist
CCC(C(=O)NC1CCCC1)N(Cc1ccco1)C(=O)CNS(=O)(=O)c1ccccc1 (stereo unspecified)
  -11, 1, -8, -3, -4, 6, 2.6, 95, 6, 0
CCOc1ccc(CCNC(=O)COC(=O)c2oc3ccccc3c2COC)cc1OCC
  2, 0, 17, -5, 0, 0, -0.2, 89, 1, -3
Cc1ccc(S(=O)(=O)N2c3ccc(S(N)(=O)=O)cc3CC2C)cc1 (stereo unspecified)
  -3, -1, -4, -2, 7, -2, 0.3, 105, 6, -6
COc1cc2c(cc1OC)CN(CC(=O)Nc1ccc(C)cc1)CC2
  -4, 3, -2, -6, -2, 2, -1.2, 89, -2, 3
O=C(CCN1C(=O)C2C3C=CC(C3)C2C1=O)NCc1cccnc1 (stereo unspecified)
  -3, -2, 4, -4, 7, 1, -2.1, 94, 6, -5
CC(=O)N1c2ccc(S(=O)(=O)N(C)CC(=O)NCc3ccc(C)cc3)cc2CC1C (stereo unspecified)
  -6, 0, -1, -3, 9, -1, 0.1, 94, 1, 6
CNC(=S)NN=C(C)c1ccc(OC)cc1O
  -9, 4, -11, -6, 5, -2, -2.4, 97, -8, 1
Cc1nc2c(C)cccn2c1/C(O)=C1\C(=O)C(=O)N(CCN(C)C)C1c1ccncc1 (stereo unspecified)
  -1, -1, -5, -8, -4, -1, -1.3, 99, 3, 5
CCn1cc(Br)c(C(=O)Nc2ccc(OC)cc2)n1
  -6, -1, 0, -10, 3, 1, -0.5, 90, -2, 0
O=C(NCC1COc2ccccc2O1)C1CCC(CNc2c(N3CCCCC3)c(=O)c2=O)CC1 (stereo unspecified)
  3, -1, -1, -5, 6, -1, -0.4, 94, 0, 3
O=C(Nc1cccc(NC(=O)c2ccc(-c3cccc(Br)c3)o2)c1)c1ccco1
  0, -4, -5, -7, 3, 10, 0.0, 88, 60*, 3
COC(=O)[C@@]12CCCCN1[C@H](c1ccc(SC3CCCCC3)c(OC)c1)[C@@H]1C(=O)N(C)C(=O)[C@@H]12
  1, -7, 5, -12, 14, 2, 1.5, 92, -11, -1
COCc1nnc(NC(=O)c2ccc(S(=O)(=O)N3CCCC3)cc2)o1
  1, -1, 11, -4, 11, 2, -2.4, 98, 3, 1
CCOC(=O)C1(NC(=O)CN2C(=O)c3ccccc3C2=O)CCCC1
  -1, 0, 2, -10, 0, 2, -2.7, 99, 2, -4
COc1cc(C2N(C)CCC3(OCCO3)C2(C)C)cc(OC)c1OC (stereo unspecified)
  -3, 1, 1, -5, 3, 1, -1.7, 96, -6, 2
COc1ccc(NC(=O)CC2CCCC2)cc1OC
  4, 2, 2, -2, 8, -8, -0.7, 94, -6, -3
COc1ccc(OCC(O)CNC(=O)/C=C/c2cccc([N+](=O)[O-])c2)cc1 (stereo unspecified)
  -2, 0, 3, -5, 23, 2, -2.6, 105, -4, 0
Cc1ccc(S(=O)(=O)N2CCN(C(=O)CCN3C(=O)c4ccccc4C3=O)CC2)cc1C
  0, 2, -3, -5, 5, -2, -1.2, 99, 4, -2
CCCCn1c(N)c(N(CCOC)C(=O)c2ccc(-c3ccc([N+](=O)[O-])cc3)o2)c(=O)[nH]c1=O
  2, 1, 2, -3, 11, 2, -5.5, 100, -2, 4
CCN(C[C@H]1N[C@@](C)(C(=O)OC)[C@H]2C(=O)N(Cc3ccccc3)C(=O)[C@@H]12)S(=O)(=O)c1ccc(OC)cc1
  0, -1, -7, -2, 5, 9, -1.2, 102, 11, -5
O=C(O)/C=C/C(=O)Nc1ccccc1SC(F)(F)F
  -1, -1, 0, -13, 14, 18, -0.8, 101, 4, 1
CCCc1c(C(=O)N/N=C/c2ccccc2C(F)(F)F)nnn1-c1nonc1N
  -2, 2, 8, -2, 14, -7, 3.9, 101, 1, -7
COc1ccc(OC)c(/C=N/N=C(\N)c2nonc2N)c1
  3, 2, -6, -5, 3, 20, 1.6, 102, 1, -9
CC1=NN(c2ccc(Cl)cc2)C(=O)C1C(c1ccccc1O)c1c(C)[nH]n(-c2ccc(Cl)cc2)c1=O (stereo unspecified)
  -7, -1, -8, nt, 26, -3, -1.2, 99, -25, -4
O=C(/C=C/c1ccccc1)Oc1ccccc1C(=S)N1CCOCC1
  0, -1, 6, -4, 7, -1, -0.8, 86, 3, -1
Cc1ccc2[nH]c(C(=O)N3CCCCC3)cc2c1
  -16, 2, -2, -5, 9, -5, 2.4, 97, -8, 7
CCOC(=O)C1=C(N)Oc2cc(O)ccc2C1c1cccnc1 (stereo unspecified)
  3, 11, 6, -6, 17, 1, 0.5, 97, 3, -1
CC(=O)NC1CCCN(O)C(=O)/C=C(\C)CCOC(=O)C(NC(C)=O)CCCN(O)C(=O)/C=C(\C)CCOC(=O)C(NC(C)=O)CCCN(O)C(=O)/C=C(\C)CCOC1=O (stereo unspecified)
  -2, 2, nt, nt, 1, 2, -0.1, 106, 4, 2
Cc1cc2ccccn2c1C(=O)Nc1ccc(Cl)cc1
  -8, -2, -1, -4, 4, -4, 0.5, 97, -18, -3
CCOC(=O)CC(NC(=O)c1cc2cccc(OC)c2oc1=O)c1cccc([N+](=O)[O-])c1 (stereo unspecified)
  -3, -4, -7, -3, 10, -3, 1.2, 100, 22, 2
O=C(c1ccccc1-c1ncc[nH]1)N1CCc2c([nH]c3ccccc23)C1c1ccccn1 (stereo unspecified)
  5, -1, 8, -4, 1, -2, -0.3, 101, 5, -3
Cc1cc(NC(=O)c2ccccc2F)n(-c2nc3ccccc3[nH]2)n1
  3, 3, -3, -6, -4, -3, 1.6, 97, 25, 1
Cc1ccc(N=Cc2cc3c(cc2O)OC(N)=C(C#N)C3c2ccccc2)cc1 (stereo unspecified)
  -2, -11, 17, -5, 26, 8, -0.8, 119, 45, -2
COc1cc(C(=O)NC(C)c2cnn(-c3ccccc3C)c2C)cc(OC)c1OC (stereo unspecified)
  -3, 5, -14, -1, -7, 4, -1.0, 96, -3, 2
CC(C)CC1NC(=O)N(CC(=O)Nc2cc([N+](=O)[O-])ccc2F)C1=O (stereo unspecified)
  2, -1, 12, -6, -1, -1, -0.5, 95, 2, 9
Cc1nccn1CCCNC(=O)c1nc(Cn2cc([N+](=O)[O-])cn2)no1
  -3, 0, -9, -7, -1, -2, 2.0, 101, 1, 10
Cc1ccc(Cn2c(C)nc3ccc([N+](=O)[O-])cc3c2=O)cc1
  -3, -4, 3, -3, 2, 15, -1.8, 89, -13, 1
CCn1nnnc1NC(=O)c1cccc(OC)c1
  -2, 1, 18, 5, 5, 4, -2.0, 96, -7, -4
Cc1cc(C)c2c(NC(=S)NC(=O)c3ccccc3)nn(C)c2n1
  -3, 2, 5, -17, 5, 5, -1.0, 96, 3, 2
CCCCCCCCSc1nnc(/N=C/N(C)C)s1
  -2, 1, 7, -4, 7, 4, -0.1, 100, -6, -2
O=C(COc1ccccc1)NCC1(N2CCCCC2)CCCCC1
  -6, 1, -4, 1, -5, -1, 4.0, 96, 6, 4
O=C(O)CCCC(=O)OCCCCc1cccs1
  -3, 3, -7, -6, 12, 2, -1.2, 99, 2, -2
COc1ccc(C(=O)Nc2cccc(-c3ccc(N4CCOCC4)nn3)c2)cc1OC
  4, -3, -6, -7, 16, -8, -1.9, 90, -7, 4
Cc1ccc2nc(N3CCN(S(=O)(=O)c4ccc5c(c4)OCCO5)CC3)c(C#N)cc2c1
  1, 0, 3, -6, 3, 1, -0.6, 103, -13, -4
O=C(Oc1coc(CSc2nnc(NC(=O)c3cccs3)s2)cc1=O)c1ccccc1
  -2, 2, 21, -3, 5, -4, -0.6, 106, 6, 4
c1ccc(-c2cc(-c3ccccc3)n3ncnc3n2)cc1
  -1, 1, -1, -3, 11, -3, -1.6, 98, 8, 6
Cc1ccc2nc(NCc3ccc(F)cc3)c3nncn3c2c1
  -2, 0, 4, -5, -33, -2, -0.9, 102, -4, -2
COC(=O)c1ccc(OC)c(CSc2nnc(COc3ccccc3)o2)c1
  8, -2, 8, -7, 8, -2, 2.2, 98, -6, -2
CCN1CCN(c2ccc(S(=O)(=O)N3CCCCC3)cc2NC(=O)c2cccc(C(F)(F)F)c2)CC1
  -5, -8, -9, -2, 1, 3, 0.9, 94, 4, 7
O=C(CCN1C(=O)/C(=C/c2ccccc2Cl)SC1=S)NCCc1ccc(O)cc1
  -2, 2, 1, -6, 10, 0, 3.3, 101, -4, 2
CCNC(=O)Cc1c(OC)ccc2cc(Br)ccc12
  4, -3, -3, -7, 11, 0, -1.3, 94, 5, 0
COc1ccc(NC(=O)CN2CCN(S(=O)(=O)c3cccs3)CC2)cc1Cl
  1, 0, 0, -1, 4, 15, -0.8, 102, 5, -6
Cc1nn(C(C)C)c(C)c1CN1CCN(Cc2ccsc2)C(CCO)C1 (stereo unspecified)
  -7, -1, 0, 19, 5, 8, -1.0, 97, 0, 3
O=C1C(=O)N(CCN2CCOCC2)C(c2ccccn2)/C1=C(/O)c1ccccc1 (stereo unspecified)
  2, -2, 0, -5, 0, -2, -1.2, 110, 6, 5
CCn1c(CNc2ccccc2Cl)nnc1SCC(=O)OC1CCCCC1
  -3, 2, 1, nt, 12, 0, 3.1, 99, -6, -4
Cc1ccc(S(=O)(=O)N2CCN(CC(=O)N/N=C/c3ccc(C)o3)CC2)cc1
  -1, 1, 13, -2, 12, 0, -0.9, 101, 1, 3
Cc1ccc2nc(SCCC(=O)O)cc(C)c2c1
  0, 1, -4, -4, 5, 3, -1.4, 96, -25, 0
COc1ccc(NS(=O)(=O)c2cc(N=Nc3c(O)[nH]c(=O)[nH]c3=O)ccc2OC)cc1Br
  7, 4, -1, -12, -13, -9, -1.0, 101, 3, -2
COc1ccc(NS(=O)(=O)c2cn(C)cn2)c(OC)c1
  13, 2, 1, -2, -3, -27, -0.7, 102, -7, 6
Cc1cc(C)c2cc(C(=O)Nc3ccc(C)c(F)c3)[nH]c2c1
  -4, -6, -7, -4, -3, -11, -0.9, 101, -4, -10

Remaining list, next part.
Results follow in this order: ABHD5 PLIN5 PPI, Glyco luc inh, PDI inh, CaV13 FRET inh, MC4R antag cAMP, Exocytosis inh, MC4R barr agon, ABCB6 inh MLPCN, Cardio protect, m5-HT2A agonist
FC(F)(F)c1cc(-c2ccco2)nc(NCc2cccnc2)n1
  3, 5, -8, -5, 11, 2, 0.2, 94, -13, -1
Cc1cc(C)cc(Oc2nc(-c3ccccc3)cc(C)c2S(C)(=O)=O)c1
  -10, -5, 1, 0, -2, 3, -1.2, 98, -14, -7
Cc1ccc2cc(C(c3nnnn3C3CCCC3)N(Cc3ccco3)Cc3cccs3)c(=O)[nH]c2c1 (stereo unspecified)
  6, -9, -2, -4, -5, 0, -0.9, 99, -2, 1
COC(=O)c1ccc(CSc2nnc(-c3ccccc3)n2C)o1
  5, 8, -7, 4, 9, -1, -2.2, 93, 16, 0
Cc1onc(-c2ccccc2)c1C(=O)OCCOc1cccc(Cl)c1
  9, 12, -8, nt, -7, 18, 2.4, 110, -16, -4
Cc1cc(C)cc(N=C(NO)c2cccc([N+](=O)[O-])c2)c1
  2, -1, 9, nt, 3, -2, 0.2, 96, -5, 3

Compound activity as filed in PubChem BioAssay.
